# Source: PubChem (National Center for Advancing Translational Sciences (NCATS))
# Pol eta inh – qHTS for Inhibitors of Polymerase Eta; AID 588591, 2011; DNA polymerase eta (Homo sapiens), Q9Y253; Potency, µM (top dose mostly 114 µM), for the others: top-dose activity change, negative = inhibition, usual class: inhibitors; recombinant Pol eta, fluorescent DNA replication assay; 1.2% of 390,000 active; note: % is set by controls: 0 for no effect and ±100 for the full control effect
#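 Fluorescent replication assay: 50 nM final substrate added after a 15 min room-temperature compound preincubation with 10 nM enzyme. Signal taken at 0 min and again at 10 min.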
# POLK inh – qHTS for Inhibitors of Polymerase Kappa | purified Pol kappa, fluorescent DNA synthesis assay, 10 min | Potency, µM (highest dose often 107 µM), inactives show at the top dose activity, negative = inhibition, hits mostly inhibitors | 0.53% of 400,000 active | AID 588579, 2011; note: % is set by controls: 0 for no effect and ±100 for the full control effect
#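 Fluorescent qHTS in 1536-well format: enzyme (10 nM) and compound sat 15 min at room temperature before 50 nM substrate (final) was added. Signal taken at 0 and 10 min; no-enzyme buffer wells were negative controls.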
# G9a inh – qHTS Assay for Inhibitors of Histone Lysine Methyltransferase G9a | G9a H3K9 monomethylation, AlphaScreen, 2 h | 8.8% of 350,000 active | Histone-lysine N-methyltransferase EHMT2 (Homo sapiens), Q96KQ7 | Potency, µM (top dose mostly 102 µM), for the others: at the highest dose activity, negative = inhibition, actives largely listed as inhibitors; note: % is set by controls: 0 for no effect and ±100 for the full control effect; nearly all actives have a fitted effect of over 75% in size
#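 AlphaScreen detection with an anti-monomethyl H3K9 antibody quantified product after a 2 h room-temperature reaction containing 500 nM biotinylated H3K9 peptide, 20 µM SAM and 20 nM enzyme, which had been preincubated 15 min with compound.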
# APE1 inh – qHTS Assay for Inhibitors of the Human Apurinic/apyrimidinic Endonuclease 1 (APE1); AID 2517, 2012; 0.35% of 350,000 active; recombinant APE1, TAMRA/BHQ-2 abasic DNA cleavage fluorescence; Potency, µM (top dose mostly 65.8 µM), without a hit: at the top dose activity change, negative = inhibition, actives largely listed as inhibitors;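 note: plate controls were vehicle for no effect and reference inhibitor for full effect; nearly all actives have a fitted effect of over 55% in size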
#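 Compound pre-exposure to 0.75 nM APE1, 15 min at ambient temperature. Reaction initiated with 50 nM TAMRA/BHQ-2 THF substrate, read immediately in kinetic mode, 525 nm excitation, 598 nm emission.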
# BAZ2B block – qHTS Assay for Inhibitors of BAZ2B. AlphaScreen BAZ2B-H3K14Ac peptide displacement. Potency, µM (doses to about 114 µM), without a hit: at the top dose activity change, negative = inhibition, usual class: inhibitors. Bromodomain adjacent to zinc finger domain protein 2B (Homo sapiens), Q9UIF8. AID 504333, 2011. 4.4% of 360,000 active; note: % is set by controls: 0 for no effect and ±100 for the full control effect; nearly all actives have a fitted effect of over 60% in size
#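 AlphaScreen luminescence quantifies BAZ2B engagement of H3K14Ac peptide; the protein and biotinylated peptide are both at 50 nM final, buffer PBS pH 7.4 with 0.01% Tween-20, all steps at room temperature.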
# BLM helicase inh – qHTS Assay for Inhibitors of Bloom's syndrome helicase (BLM); RecQ-like DNA helicase BLM (Homo sapiens), P54132; recombinant BLM DNA unwinding, fluorescence dequenching; Potency, µM (doses to about 56.1 µM), inactives show at the top dose activity change, negative = inhibition, hits mostly inhibitors; 0.2% of 350,000 active; AID 2528, 2010;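 note: plate controls were vehicle for no effect and no enzyme for full effect; nearly all actives have a fitted effect of over 35% in size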
# Target sequence (P54132 whole entry, looked up): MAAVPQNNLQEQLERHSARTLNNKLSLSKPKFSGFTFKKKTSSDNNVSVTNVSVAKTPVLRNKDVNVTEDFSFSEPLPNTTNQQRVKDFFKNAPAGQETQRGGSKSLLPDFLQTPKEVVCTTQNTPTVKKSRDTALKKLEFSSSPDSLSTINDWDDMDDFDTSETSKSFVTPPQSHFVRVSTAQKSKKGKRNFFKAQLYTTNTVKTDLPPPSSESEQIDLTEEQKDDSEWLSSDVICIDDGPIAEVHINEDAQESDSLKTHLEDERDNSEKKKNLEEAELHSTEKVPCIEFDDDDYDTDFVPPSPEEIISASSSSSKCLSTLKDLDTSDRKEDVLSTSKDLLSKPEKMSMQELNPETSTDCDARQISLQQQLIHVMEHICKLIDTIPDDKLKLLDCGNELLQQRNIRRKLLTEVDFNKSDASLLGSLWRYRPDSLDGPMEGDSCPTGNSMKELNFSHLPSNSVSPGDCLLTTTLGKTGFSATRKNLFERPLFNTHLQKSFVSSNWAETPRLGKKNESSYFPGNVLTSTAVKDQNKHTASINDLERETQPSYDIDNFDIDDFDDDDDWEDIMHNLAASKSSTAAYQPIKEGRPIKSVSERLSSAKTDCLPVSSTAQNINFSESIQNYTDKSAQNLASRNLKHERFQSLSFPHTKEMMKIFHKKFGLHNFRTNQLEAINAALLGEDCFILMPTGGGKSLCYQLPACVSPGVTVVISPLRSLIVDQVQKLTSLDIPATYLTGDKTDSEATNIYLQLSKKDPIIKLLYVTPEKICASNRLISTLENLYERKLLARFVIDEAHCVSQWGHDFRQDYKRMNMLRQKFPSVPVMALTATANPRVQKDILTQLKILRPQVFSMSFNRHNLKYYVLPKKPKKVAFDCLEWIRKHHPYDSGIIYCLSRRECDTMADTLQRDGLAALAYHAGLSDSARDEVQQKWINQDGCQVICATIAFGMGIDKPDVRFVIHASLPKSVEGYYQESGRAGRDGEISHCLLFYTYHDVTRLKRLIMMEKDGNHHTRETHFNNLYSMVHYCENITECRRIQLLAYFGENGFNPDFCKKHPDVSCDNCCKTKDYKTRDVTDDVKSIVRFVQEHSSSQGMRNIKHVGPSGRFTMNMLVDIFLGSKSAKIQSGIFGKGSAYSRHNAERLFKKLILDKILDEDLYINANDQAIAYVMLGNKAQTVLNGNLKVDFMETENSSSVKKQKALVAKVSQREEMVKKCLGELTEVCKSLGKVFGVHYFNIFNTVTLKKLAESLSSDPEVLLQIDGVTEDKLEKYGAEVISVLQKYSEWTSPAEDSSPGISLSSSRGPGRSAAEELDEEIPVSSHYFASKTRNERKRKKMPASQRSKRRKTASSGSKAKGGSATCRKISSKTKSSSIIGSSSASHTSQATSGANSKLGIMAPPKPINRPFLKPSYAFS
# Apoferritin bind – qHTS Assay for Identification of Novel General Anesthetics | Ferritin light chain (Equus caballus), P02791 | 0.074% of 350,000 active | Potency, µM (titrated, usually from 77.5 µM), without a hit: at the top dose activity change, negative = displacement, usual class: inhibitors | apoferritin/1-aminoanthracene competitive binding, fluorescence | AID 485281, 2010; note: % is set by controls: 0 for no effect and ±100 for the full control effect; nearly all actives have a fitted effect of over 20% in size
#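 Horse-spleen apoferritin (10 uM) was mixed with 50% saturated 1-aminoanthracene in PBS, exposed to compounds for 10 min at room temperature, and read for fluorescence (ex 380 nm, em 535 nm). Competitive displacement was fitted with a four-parameter Hill equation.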
# POLB inh – qHTS Assay for Inhibitors of DNA Polymerase Beta | P06746 | Pol beta primer extension/strand displacement, fluorescence kinetic | Potency, µM (titrated, usually from 114 µM), for inactives: top-dose activity change, negative = inhibition, usual class: inhibitors | 1.3% of 340,000 active; note: % is set by controls: 0 for no effect and ±100 for the full control effect
#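 Curves were derived by four-parameter Hill fits of normalized qHTS data. The kinetic fluorescent primer-extension read was taken at 0 and 10 min after 50 nM substrate, following a 15 min room-temperature preincubation of 10 nM enzyme with compounds.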
# Pol iota inh – qHTS for Inhibitors of Polymerase Iota; 1% of 390,000 active; Potency, µM (top dose mostly 115 µM), without a hit: top-dose activity, negative = inhibition, actives largely listed as inhibitors; DNA polymerase iota (Homo sapiens), Q9UNA4; AID 588590, 2011; Pol iota fluorescent replication assay, 10 min
#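 Pol iota at 10 nM preincubated 15 min with compounds at room temperature; reaction started with fluorescent substrate, 50 nM final. Fluorescence read kinetically at 0 and 10 min; buffer-only wells as negative control.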
# An asterisk follows results filed as active; ? = inconclusive; . = not tested or not shown; & = joins results of further samples; [ ] = remark or other dose. Calls come from the whole dose curve; as a rule, active = well fitted curve in the direction sought with a large enough effect; inconclusive = small, poorly fitted or top-dose-only effect, or another doubt; inactive = no such curve, though single readings can be large; an effect the other way counts as inactive or inconclusive. Potency is the fitted concentration of half-maximal effect. This is a subset. The share of hits here may be higher or lower than overall.
# Every second line gives: Pol eta inh | POLK inh | G9a inh | APE1 inh | BAZ2B block | BLM helicase inh | Apoferritin bind | POLB inh | Pol iota inh
- CC(C)(CC(=O)O)CC(=O)NNc1ncccc1C#N
  -15% | -4% | ? | 8% | -31% | 2% | -2% | 17% | 20%
- CC(/C=C/c1ccco1)=N/NC(=O)CNc1ccccc1C
  5% | -18% | -6%[59 µM] | 3% | -38% | -12% | ? | ? | 28%
- CN1CCN(C(=O)CSc2cc(=O)n(C)c3ccccc23)CC1
  14% | -3% | ? | -3% | 28% | -5% | -2% | 13% | 6%
- Cc1ccc(N(C(=O)CNC(=O)c2ccco2)C(C(=O)NC2CCCC2)c2cccnc2)cc1C (stereo unspecified)
  -9% | 1% | 0%[2.33 µM] | -3% | 5% | -3% | -9% | 7% | ?
- O=C(O)c1ccc(Oc2cccc([N+](=O)[O-])c2)cc1C(=O)O
  -9% | 6% | -20%[59 µM] | -4% | 7% | 3% | -7% | 14% | -12%
- O=C(C/C=N/OCc1ccc(Cl)cc1)c1cnc(-c2ccccc2)s1
  -17% | -5% | -5%[59 µM] | -4% | -2% | -7% | -15% | ? | 40%[activator]
- CC(C)(C)OC(=O)N1CCC(C(=O)N[C@@H](Cc2ccccc2)C(=O)O)(c2ccccc2)CC1
  -7% | -7% | -8% | 2% | 3% | 3% | -1% | 6% | 96%[activator]
- Cn1nc(C(C)(C)C)c([N+](=O)[O-])c1C(=O)Nc1ccc(Br)cc1
  -13% | -4% | -18% | -5% | -12% | -7% | -12% | -8% | 2%
- CCc1nc2ccccc2n1CC(O)COc1ccc(NC(C)=O)cc1 (stereo unspecified)
  -1% | -6% | -14%[59 µM] | 17% | -4% | 4% | -2% | 1% | -1%
- Cc1ccc2[nH]c(=O)c(N3CCOCC3)c(-c3ccccc3)c2c1
  -13% | -1% | 14%[59 µM] | -1% | 9% | -3% | -17% | -6% | 28%
- COc1ccc(C(=O)N=c2sc3c(C)ccc(OC)c3n2C)cc1OC
  -3% | -15% | -3% | 4% | -30% | 0% | 6% | -12% | ?
- CCC(C)n1c(=O)c(C(=O)Nc2ccccc2S(N)(=O)=O)c(O)c2ccccc21 (stereo unspecified)
  ? | -11% | -39% | 0% | -6% | -16% | -20% | 6% | 6%
- O=C(Nc1ccn(Cc2ccc(Cl)cc2)n1)c1ccccc1
  -4% | -7% | -7% | -4% | 0% | -1% | ? | 32% | 79%[activator]
- Cc1ccc(N2CC(C(=O)Nc3ccc(N(C)C)cc3)CC2=O)cc1Cl (stereo unspecified)
  -16% | -6% | ? | . | -13% | -9% | -12% | -4% | 29%
- CCCCc1cc2c(c(NC(=O)CC)n1)c(=O)oc1ccccc12
  -9% | -3% | 5%[59 µM] | 2% | -4% | -1% | -6% | 1% | -19%
- Cc1cc(C(=O)CSc2nc3ccccc3[nH]2)c(C)n1CC1CCCO1 (stereo unspecified)
  -13% | -8% | ? | 0% | -33%[57.1 µM] | -1% | ? | 9% | -6%
- OCC1OC(Oc2c[nH]c3ccccc23)C(O)C(O)C1O (stereo unspecified)
  3% | -18% | -10%[12.7 µM] | -2% | 7% | . | . | . | 77%[activator]
- O=S(=O)(NCCC1=CCCCC1)c1cccc(Br)c1
  ? | 0% | 156%[activator] | -16% | 85%[activator] | . | . | . | ?
- CC(CN1CCOCC1)OC(=O)c1cccc(Br)c1 (stereo unspecified)
  -4% | -16% | -5% | 3% | 9% | -3% | -17% | -2% | 1%
- COC(=O)C1=CN(CC2CCCO2)C=C(C(=O)OC)C1c1cc(OC)c(OC)c(OC)c1 (stereo unspecified)
  4% | -14% | -42%[59 µM] | -2% | 1% | -4% | 190%[activator] | 11% | 12%

# A run of entries taken from the entries so far, as a working copy:
# Every second line gives: Pol eta inh | POLK inh | G9a inh | APE1 inh | BAZ2B block | BLM helicase inh | Apoferritin bind | POLB inh | Pol iota inh
- Cc1ccc2[nH]c(=O)c(N3CCOCC3)c(-c3ccccc3)c2c1
  -13% | -1% | 14%[59 µM] | -1% | 9% | -3% | -17% | -6% | 28%
- COc1ccc(C(=O)N=c2sc3c(C)ccc(OC)c3n2C)cc1OC
  -3% | -15% | -3% | 4% | -30% | 0% | 6% | -12% | ?
- CCC(C)n1c(=O)c(C(=O)Nc2ccccc2S(N)(=O)=O)c(O)c2ccccc21 (stereo unspecified)
  ? | -11% | -39% | 0% | -6% | -16% | -20% | 6% | 6%
- O=C(Nc1ccn(Cc2ccc(Cl)cc2)n1)c1ccccc1
  -4% | -7% | -7% | -4% | 0% | -1% | ? | 32% | 79%[activator]
- Cc1ccc(N2CC(C(=O)Nc3ccc(N(C)C)cc3)CC2=O)cc1Cl (stereo unspecified)
  -16% | -6% | ? | . | -13% | -9% | -12% | -4% | 29%
- CCCCc1cc2c(c(NC(=O)CC)n1)c(=O)oc1ccccc12
  -9% | -3% | 5%[59 µM] | 2% | -4% | -1% | -6% | 1% | -19%
- Cc1cc(C(=O)CSc2nc3ccccc3[nH]2)c(C)n1CC1CCCO1 (stereo unspecified)
  -13% | -8% | ? | 0% | -33%[57.1 µM] | -1% | ? | 9% | -6%

# (further entries)
# Every second line gives: Pol eta inh | POLK inh | G9a inh | APE1 inh | BAZ2B block | BLM helicase inh | Apoferritin bind | POLB inh | Pol iota inh
- CCCOc1ccc(-c2c(=O)n(OCc3ccc([N+](=O)[O-])cc3)c3ccccc3[n+]2[O-])cc1
  -1% | -5% | 22%[59 µM] | 5% | 10% | -3% | 0% | 11% | 6%
- CC12CCC=CC1C(c1ccc3ccccc3c1C=Cc1ccccc1)N(Cc1ccccc1)C2=O (stereo unspecified)
  . | -4% | . | -3% | . | -7% | 35%[activator] | . | 31%[activator]
- Cc1cccc(CC2CC(=O)N(c3ccccc3)C2=O)c1 (stereo unspecified)
  4% | -1% | 6%[59 µM] | -12% | 10% | -3% | -13% | 31% | 36%[activator]
- O=C(CCNc1cccc(F)c1)c1cc2ccccc2o1
  -21% | -15% | 10µM* | 8% | 13% | -2% | ? | 5% | 13%
- CC(C)(C)c1nnc(NC(=O)c2cccs2)s1
  -13% | -8% | 7% | 4% | -16% | 2% | -8% | -23% | ?
- CCCc1oc2ccc(NS(=O)(=O)c3ccc(OC)cc3)cc2c1C(=O)OCC
  -20% | -8%[60.1 µM] | -26%[59 µM] | . | -2% | -15% | 16% | -24% | -24%
- O=Cc1cccn1-c1sc2c(c1C(=O)O)CCCC2
  ? | -1% | -7% | 8% | 5% | -1% | -6% | ? | -27%
- CC(=O)N1CCC2(CCN(Cc3cc(C(F)(F)F)cc(C(F)(F)F)c3)CC2)CC1
  . | 1%[60.1 µM] | 6%[12.7 µM] | 16% | . | 3% | . | . | .
- COc1cc(CSc2ncc(CO)n2Cc2ccc(C)cc2)cc(OC)c1
  1% | -17%[60.1 µM] | -33%[59 µM] | . | ? | -3% | 55%[activator] | 18% | -30%
- COc1ccc(C(=O)NNC(=O)CSc2nnnn2C)cc1
  7% | -1% | . | 5% | -8% | 2% | -1% | 20% | 123%[activator]
- COc1cccc(-c2cc(=O)c3cc(NC(=O)c4ccccc4)ccc3[nH]2)c1
  -12% | -5%[60.1 µM] | 10%&0% | -5%&-1% | 0% | 3%[75.6 µM] | 5%[110 µM] | 3% | 14%
- Cc1cccc(C)c1NC(=O)CN(C)C(=O)c1ccccc1SCC(=O)N1CCCC1
  -13% | 2% | -27% | 38% | -24% | . | . | . | ?
- CN(C)S(=O)(=O)N1CCC(c2ccc(F)cc2)C(COc2ccc3c(c2)OCO3)C1 (stereo unspecified)
  -23% | -8% | -50%[59 µM] | 13% | ? | -11% | -2% | 8% | 1%
- O=C(CSC(=S)N1CCCC1)N1CCN(S(=O)(=O)c2cccc(F)c2)CC1
  -14% | 1% | -33% | 20% | -5% | . | . | . | 16%
- CCCCN(C(=O)Cn1nnc2ccccc21)C(C(=O)NCCOC)c1ccccc1 (stereo unspecified)
  9% | -2% | -12%[59 µM] | ? | 2% | -9% | 1% | 42% | .
- Cc1cc(Cl)ccc1N=c1ssnc1Cl
  -18% | 0% | 1.8µM* | 13% | 8.9µM* | 0% | -14% | 10% | ?
- Cc1ccc(C(=O)N/C(=C\c2ccc(C(C)C)cc2)C(=O)NCCCN2CCOCC2)cc1
  -6% | -24% | ? | 4% | 8% | 3% | -7% | -5% | 29%
- CC(=O)Nc1ccc(S(=O)(=O)Nc2ccn(Cc3ccccc3Cl)n2)cc1
  5% | -8% | . | 3% | ? | 1% | -12% | 3% | 0%
- COc1ccc(OC)c(S(=O)(=O)Nc2ccccc2C)c1
  -11% | -4% | -6%[12.7 µM] | -1% | -3% | -2% | -3% | -17% | 3%
- O=C(C1CCC1)N1CCN(S(=O)(=O)c2cccc(F)c2)CC1
  -3% | -1% | 5% | 0% | -5% | . | . | . | 40%[activator]
- CCCCCCCNC(=O)C1(CC2CC(c3ccc(Cl)cc3)=NO2)CCN(C(=O)Cc2ccc(F)cc2)CC1 (stereo unspecified)
  -19% | -1% | -2% | 39% | -4%[57.1 µM] | -3% | -8% | -15% | 18%
- CCOCCn1c(=NC(=O)c2ccc(S(=O)(=O)N3CCOCC3)cc2)sc2cc(S(N)(=O)=O)ccc21
  -15% | -8% | 19% | -3% | -4% | -4% | -9% | 1% | 14%

# Single records (already shown). Order of screens: Pol eta inh, POLK inh, G9a inh, APE1 inh, BAZ2B block, BLM helicase inh, Apoferritin bind, POLB inh, Pol iota inh
# `COc1ccc(C(=O)NNC(=O)CSc2nnnn2C)cc1` as listed: 7%, -1%, ., 5%, -8%, 2%, -1%, 20%, 123%[activator]
# `CC(=O)Nc1ccc(S(=O)(=O)Nc2ccn(Cc3ccccc3Cl)n2)cc1` as listed: 5%, -8%, ., 3%, ?, 1%, -12%, 3%, 0%
